# KinaseGlo FLuc: blocks Kinase-Glo luciferase, a counter-screen artifact | Q27757 | Kinase-Glo luciferase, ATP luminescence, 8 min | Potency, µM (series often up to 38.3 µM), for inactives: at the top dose activity change, negative = inhibition, hits mostly inhibitors | 0.28% of 200,000 active | AID 1379; further: potency means the concentration at half of the fitted maximal effect; on the % scale 0 is the no-effect control and ±100 the full control effect; nearly all actives have a fitted effect of over 60% in size
#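 Compound is pinned into ATP-containing buffer (10 uM ATP, imidazole pH 7.2, 7 mM MgCl2). Kinase-Glo luciferase reagent is then added. Light output is recorded following an 8-min room-temperature incubation.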
# IMPase Li cell: membrane-permeable IMPase blocker, potentiated with lithium; 0.35% of 210,000 active; Potency, µM (doses to about 59.4 µM), for inactives: at the highest dose activity, negative = IMPase inhibition, hits mostly inhibitors; AID 1457; CHO-M1 cells, IP1 TR-FRET (IP-One), carbachol + lithium;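 further: IP1 builds up when IMPase is blocked and the TR-FRET signal falls; potency means the concentration at half of the fitted maximal effect; plate controls were basal vehicle for no effect and high inhibitor control for full effect; nearly all actives have a fitted effect of over 50% in size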
#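 Readout is a homogeneous TR-FRET IP1 immunoassay (Ex 320, Em 665 and 620), where raised cytosolic IP1 lowers signal. Cells were CHO-M1 treated 30 min at 37C with test compounds plus a little lithium; AC50 values came from Hill-equation fitting.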
# HTT aggregate: reduces HttQ103-GFP aggregates in PC12 cells. PC12 HttQ103-GFP aggregates, Acumen cytometry, 40 h. Potency, µM (series often up to 46.1 µM), inactives show at the highest dose activity change, negative = inhibition, actives largely listed as inhibitors. 1.1% of 220,000 active. AID 1688; further: potency means the concentration at half of the fitted maximal effect; on the % scale 0 is the no-effect control and ±100 the full control effect; nearly all actives have a fitted effect of over 60% in size
#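 PC12 cells stably carrying ecdysone-inducible HTT exon 1 Q103–GFP were induced with tebufenozide (100 nM final) and treated with library compounds in titration. GFP aggregates in lysates were counted by laser scanning cytometry.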
# LMNA splice mod: modulators of lamin A splicing; Potency, µM (doses to about 46.1 µM), without a hit: at the top dose ratio change, negative = inhibition, actives largely listed as inhibitors; HeLa LMNA splicing GFP/RFP minigene ratio, 48 h; AID 1487; 0.01% of 200,000 active; active means well fitted inhibition curve with a large enough effect in the signal ratio, with a control signal flat, not every such curve was filed as active; inconclusive means small, poorly fitted or top-dose-only effect, or effect the other way, or a change in a side signal; the % refers to the signal ratio; further: potency means the concentration at half of the fitted maximal effect; on the % scale 0 is the no-effect control and ±100 the full control effect
#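 S3 HeLa stable clones carrying a lamin A-EGFP splicing minigene plus DsRed2 were seeded at 600 cells/well in Opti-MEM with 2% FBS, pin-dosed and incubated 48 h at 37°C. Acumen cytometry (488 nm) gave the GFP/RFP total-intensity ratio.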
# SMN2 splice enh: SMN2 splice variant enhancement. AID 1458. 2.8% of 210,000 active. HEK293 SMN2-luciferase splicing reporter, luminescence, 30-36 h. Potency, µM (titrated, usually from 46.1 µM), for the others: top-dose activity change, positive = activation, usual class: activators; further: potency means the concentration at half of the fitted maximal effect; % of control where 0% means no effect; nearly all actives have a fitted effect of over 55% in size
#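 HEK293 cells carry an SMN2 minigene-luciferase reporter in which exon 7 inclusion puts luciferase in frame. Cells were seeded at 2000 cells/well, attached for 10-12 hours, then exposed to compounds for 30-36 hours at 37C before ONE-Glo luminescence.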
# CBFb-RUNX1 inh: inhibitors of human CBF-beta and RUNX1 interaction; Q01196+Q13951; AlphaScreen CBFb-His/RUNX1-biotin binding, biochemical; Potency, µM (titrated, usually from 59.8 µM), inactives show at the highest dose activity, negative = inhibition, most hits filed as inhibitors; 230,000 tested, under 10 active; further: % of control where 0% means no effect
# Target sequence (Q01196 whole entry, looked up): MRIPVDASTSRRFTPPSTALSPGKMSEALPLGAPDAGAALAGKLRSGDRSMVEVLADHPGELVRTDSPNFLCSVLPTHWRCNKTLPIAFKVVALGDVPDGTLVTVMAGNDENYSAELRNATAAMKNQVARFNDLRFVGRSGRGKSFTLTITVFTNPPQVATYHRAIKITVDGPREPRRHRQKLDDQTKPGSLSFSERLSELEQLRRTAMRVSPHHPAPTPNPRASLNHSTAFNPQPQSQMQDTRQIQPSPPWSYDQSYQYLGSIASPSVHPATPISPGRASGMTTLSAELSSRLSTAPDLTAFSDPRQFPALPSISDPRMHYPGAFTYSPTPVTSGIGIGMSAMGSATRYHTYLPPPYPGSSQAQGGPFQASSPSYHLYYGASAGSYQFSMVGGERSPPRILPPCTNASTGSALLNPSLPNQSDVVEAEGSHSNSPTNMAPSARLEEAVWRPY
# Target sequence (Q13951 whole entry, looked up): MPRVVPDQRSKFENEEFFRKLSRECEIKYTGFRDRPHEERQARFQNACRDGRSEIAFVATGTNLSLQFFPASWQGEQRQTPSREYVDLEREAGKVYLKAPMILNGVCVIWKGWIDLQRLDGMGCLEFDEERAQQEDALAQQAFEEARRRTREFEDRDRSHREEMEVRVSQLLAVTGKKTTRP
#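 Proteins preincubated together for 20 min at RT before compound addition; 15 min later, nickel and streptavidin beads were added and left 90 min prior to AlphaScreen measurement.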
# HTT cytoprotect: protects HTT-Q103 PC12 cells, measured by ATP. 0.14% of 230,000 active. PC12 HTT-Q103 induced, cytoprotection, ATP luminescence, 40 h. Potency, µM (highest dose often 56.4 µM), inactives show cytoprotection (ATP increase), actives largely listed as activators;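 further: potency means the concentration at half of the fitted maximal effect; % of control where 0% means no effect; nearly all actives have a fitted effect of over 45% in size; toxic huntingtin expression switched on by the ecdysone agonist tebufenozide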
#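 Cells were plated at 1500 per well in phenol red-free DMEM with 5% equine and 5% calf serum. Tebufenozide (100 nM final) and compounds were added, then ATPlite reagent, and luminescence was read.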
# * hit, by the source's call; ? = inconclusive; / = no result given; [ ] = another dose, or the depositor's remark. Unless noted, the call rests on the fitted dose curve; in most records, active means well fitted curve in the direction sought with a large enough effect; inconclusive means small, poorly fitted or top-dose-only effect, or another doubt; inactive means no such curve, though single readings can be large; an effect the other way counts as inactive or inconclusive.
nr | Molecule | KinaseGlo FLuc | HTT aggregate | LMNA splice mod | IMPase Li cell | HTT cytoprotect | SMN2 splice enh | CBFb-RUNX1 inh
1 | CC(C)Cn1c(N)c(C(=O)COC(=O)c2ccc([N+](=O)[O-])o2)c(=O)n(C)c1=O | 4% | -8% | -24%[46 µM] | 9% | 26%[10 µM] | -10% | 7%
2 | Cc1cc(C(=O)Nc2cccc(C(=O)O)c2)oc1C | ? | 13% | -7% | 0%[38.3 µM] | -80%[inhibitor][0.074 µM] | 1.6µM* | 2%
3 | O=C(N/N=C/c1cccs1)c1cnccn1 | -5% | 6% | -3% | -7% | 14%[10 µM] | -15% | 0%
4 | Cc1nc(NC(=O)COC(=O)C2=NNC(=O)CC2)c(Cl)cc1Cl | 0% | 14% | / | 1% | -38%[inhibitor] | -5% | 3%
5 | Oc1cccc(/C=N/N(Cc2ccccc2)c2ccccc2)c1 | 3% | -17% | ? | 14% | -41% | -11% | ?
6 | O=C(Nc1cccnc1)C1CCN(S(=O)(=O)c2cccc3nonc23)CC1 | -5% | 1% | 0% | -8%[38.3 µM] | -1% | -2% | -1%
7 | O=C(N=C1N=C2C=CC(Br)=CN2Cc2ccccc21)c1ccc([N+](=O)[O-])cc1[N+](=O)[O-] | / | -15%[9.22 µM] | / | / | -1%[10 µM] | / | -15%
8 | CCc1ccc(CNCc2cccnc2)cc1 | -2% | -4% | 9% | 32%[activator][38.3 µM] | 7%[10 µM] | -3% | -6%
9 | O=C(CSc1nnc(-c2ccccc2)o1)N1CCOCC1 | 1% | 0% | -3% | -8%[38.3 µM] | -4% | 15% | 7%
10 | COc1cc(C(=O)NCCCNc2nc3cc(C)c(C)cc3cc2C#N)cc(OC)c1OC | 4% | 4% | / | 2% | -11% | -11% | 12%
11 | O=C(CCNC(=O)c1ccc([N+](=O)[O-])cc1)Nc1ccc(N2CCOCC2)cc1N1CCOCC1 | 0% | -4% | 7%[46 µM] | -3% | -4% | 2% | 2%
12 | O=C(Cn1cnc2ccccc2c1=O)N1CCOCC1 | -1% | 1% | ? | 0%[38.3 µM] | 12% | -14% | 3%
13 | O=S(=O)(/N=C(/NS(=O)(=O)c1ccccc1)c1ccccc1)c1ccccc1 | -2% | 5%[9.22 µM] | / | 3% | 9%[10 µM] | / | 9%
14 | O=C(CSc1cccc2cccc(Cl)c12)NC1=NCCS1 | 5% | -23% | / | -8% | -10% | 7% | -4%
15 | Cc1[nH]nc(N)c1-c1ccccc1 | -1% | -3%[9.22 µM] | / | -5% | -5%[10 µM] | / | 7%
16 | Cc1ccc(CN2CCN(Cc3cn[nH]c3-c3ccccc3)CC2CCO)o1 (stereo not given) | 1% | 7%[9.22 µM] | 18%[46 µM] | 4% | 22%[10 µM] | / | 3%
17 | Nc1ncnc(SCc2c(F)cccc2Cl)n1 | / | -4%[9.22 µM] | 5%[46 µM] | / | 11%[10 µM] | / | 9%
18 | O=C(c1ccccc1)c1c[nH]c(C(=O)NCc2cccnc2)c1 | -1% | ? | ? | 1%[38.3 µM] | -4% | -10% | 1%
19 | Cc1nnc(NC(=O)CSc2nnc(Cc3cccn3C)n2CCc2ccccc2)s1 | 1% | 11% | -3% | 4%[38.3 µM] | -17% | 26% | -9%
20 | Cc1cc(C)c(C#N)c(Nc2ccccc2Cl)n1 | 0% | 12% | 4% | ? | -14% | 2% | 6%

# The final 7 entries of the part above come first, to join the parts:
nr | Molecule | KinaseGlo FLuc | HTT aggregate | LMNA splice mod | IMPase Li cell | HTT cytoprotect | SMN2 splice enh | CBFb-RUNX1 inh
14 | O=C(CSc1cccc2cccc(Cl)c12)NC1=NCCS1 | 5% | -23% | / | -8% | -10% | 7% | -4%
15 | Cc1[nH]nc(N)c1-c1ccccc1 | -1% | -3%[9.22 µM] | / | -5% | -5%[10 µM] | / | 7%
16 | Cc1ccc(CN2CCN(Cc3cn[nH]c3-c3ccccc3)CC2CCO)o1 (stereo not given) | 1% | 7%[9.22 µM] | 18%[46 µM] | 4% | 22%[10 µM] | / | 3%
17 | Nc1ncnc(SCc2c(F)cccc2Cl)n1 | / | -4%[9.22 µM] | 5%[46 µM] | / | 11%[10 µM] | / | 9%
18 | O=C(c1ccccc1)c1c[nH]c(C(=O)NCc2cccnc2)c1 | -1% | ? | ? | 1%[38.3 µM] | -4% | -10% | 1%
19 | Cc1nnc(NC(=O)CSc2nnc(Cc3cccn3C)n2CCc2ccccc2)s1 | 1% | 11% | -3% | 4%[38.3 µM] | -17% | 26% | -9%
20 | Cc1cc(C)c(C#N)c(Nc2ccccc2Cl)n1 | 0% | 12% | 4% | ? | -14% | 2% | 6%
21 | COc1ccc(-n2ncc3c(SCC(=O)N4CCN(c5ccccc5OC)CC4)ncnc32)cc1 | -1% | 26% | 5% | 6% | 22%[10 µM] | -45%[inhibitor] | 0%
22 | Cc1cc(NC(=O)CSc2nc3c(c(=O)n2-c2ccccc2)SC(C)C3)no1 (stereo not given) | 1% | 1% | ? | 4% | 7% | -11% | 1%
23 | CCSc1nnc(NC(=O)[C@@H](NC(=O)c2cc(OC)cc(OC)c2)C(C)C)s1 | -2% | 5% | / | 2% | -42%[inhibitor] | 1% | 12%
24 | CCOC(=O)CN1C(=O)SC(CC(=O)Nc2nccs2)C1=O (stereo not given) | -3% | 8% | 5% | 7%[38.3 µM] | 18%[10 µM] | 11% | 12%
25 | O=C(Cn1cncn1)N/N=C/c1cccnc1 | / | 1%[9.22 µM] | / | / | 13%[10 µM] | / | 1%
26 | O=C1N/C(=C\c2ccccc2)C(O)=C1C=NCc1ccccc1 | 0% | -17% | -14% | -2% | 2%[10 µM] | ? | 3%
27 | O=C(NC(NC(=S)Nc1ccc(Cl)cc1Cl)C(Cl)(Cl)Cl)c1cccc([N+](=O)[O-])c1 (stereo not given) | -2% | ? | ? | 33%[activator][38.3 µM] | -84%[inhibitor] | -6% | -25%
28 | CCc1ccc(NC(=O)C2CC(=O)Nc3ncnn32)cc1 (stereo not given) | -2% | 16% | 7% | 0% | -24%[10 µM] | -7% | 0%
29 | O=C1c2oc3ccc(Cl)cc3c(=O)c2C(c2cccnc2)N1Cc1ccco1 (stereo not given) | -2% | -4% | -3% | -7%[38.3 µM] | 4% | 4% | 2%
30 | O=c1c(Cc2ccccc2)c(O)ccn1CCc1cnc[nH]1 | -1% | -2% | / | 0% | / | -6% | 2%
31 | CCCc1nc2scc(-c3ccccc3)c2c(=O)n1N | -1% | ? | 1% | 36%[activator][38.3 µM] | -4% | -5% | 6%
32 | CCN1CCN(C(c2cc(OC)c(OC)c(OC)c2)c2nnnn2C(C)C)CC1 (stereo not given) | -4% | 5% | 3% | 20%[38.3 µM] | 17% | ? | 4%
33 | O=C(Nc1cccnc1)c1ccc(COc2cc(Cl)ccc2Cl)o1 | -1% | 12% | 24% | -5%[38.3 µM] | 5% | -30%[inhibitor] | -1%
34 | CN1CCC(=NNC(=O)CN(c2ccc(Oc3ccccc3)cc2)S(C)(=O)=O)CC1 | -2% | -6% | ? | 7% | ? | 5% | 7%
35 | Nc1[nH]nc2nc(N3CCOCC3)nc(-c3ccccc3)c12 | / | 5% | ? | / | -22% | / | 1%
36 | OCC1(CCc2ccccc2)CCN(Cc2cnc(N3CCCC3)s2)CC1 | / | 24% | / | / | -59%[inhibitor] | / | -1%
37 | CC1Cc2cc(/C=C3/SC(=S)NC3=O)ccc2O1 (stereo not given) | / | 6%[9.22 µM] | / | / | -28%[10 µM] | / | -4%
38 | O=[N+]([O-])c1ccc(/C=N/N=C/c2ccc([N+](=O)[O-])o2)o1 | -4% | 6%[9.22 µM] | ? | 17% | -179%[inhibitor] | -102%[inhibitor] | -16%
39 | COc1ccc(N=c2oc3cc(O)ccc3cc2C(=O)NCC2CCCO2)c(OC)c1 (stereo not given) | -3% | 12% | 0% | 20%[38.3 µM] | -71%[inhibitor] | 0% | 6%
40 | O=C(C1CC1)N1N=C(C2CCCCC2)CC1(O)C(F)(F)F (stereo not given) | 2% | -13%[9.22 µM] | ? | 14% | 6%[10 µM] | / | 16%

nr | Molecule | KinaseGlo FLuc | HTT aggregate | LMNA splice mod | IMPase Li cell | HTT cytoprotect | SMN2 splice enh | CBFb-RUNX1 inh
41 | Cn1c(CO)nc2cc(N)ccc21 | -2% | 14% | 4% | / | -9% | / | -5%
42 | O=C1C2C3C=CC(C3)C2C(=O)N1c1cccc2cccnc12 (stereo not given) | -2% | 2% | 3% | 0%[38.3 µM] | 8%[10 µM] | -11% | -1%
43 | O=C(C1=C[C@H](c2coc3ccccc3c2=O)C[C@H](OCc2ccc(CO)cc2)O1)N1CCOCC1 | / | 7%[9.22 µM] | / | -6% | 5%[10 µM] | / | 9%
44 | O=C(Nc1nnc(SCc2ccc(F)cc2)s1)C1CC(=O)N(Cc2ccccc2)C1 (stereo not given) | -3% | 10% | ? | -2% | 12%[10 µM] | -25% | 0%
45 | O=C(/C=C/c1ccc(Cl)cc1)N(Cc1ccccc1)C1CCS(=O)(=O)C1 (stereo not given) | -1% | 8% | -11% | 8% | 3%[10 µM] | -13% | -7%
46 | Brc1ccc(CN2C3=NCCCN3c3ccccc32)cc1 | 2% | ? | ? | 11% | -8%[10 µM] | -3% | 1%
47 | CCOC(=O)C1CCN(Cc2ccc(F)cc2F)CC1 | 18% | 24% | 8% | 25%[38.3 µM] | 10% | 7% | -2%
48 | CCN(CC)CCCCn1c(-c2ccccc2)nc2c(NCc3ccccc3)nc(C)nc21 | -1% | / | / | 10% | -51%[inhibitor] | -2% | 7%
49 | C=CCC1(CC=C)CCCN1C(=O)CC1C(=O)NCCN1Cc1cccc(OC)c1OC (stereo not given) | -3% | 0%[9.22 µM] | 8%[46 µM] | 8% | 11%[10 µM] | / | 4%
50 | Cc1ccc(C(=O)n2nc(C#N)c(C#N)c2N)cc1 | / | 0%[9.22 µM] | / | / | -12%[10 µM] | / | 12%
51 | CCc1nn(C(C)C(=O)Nc2cccc(C)c2C)c(=O)c2cc3occc3n12 (stereo not given) | 9% | 13% | 6% | 3%[38.3 µM] | 6% | -8% | 2%
52 | COCCNC(=O)/C(C#N)=C/c1cc(C)n(C2CCCCC2)c1C | -2% | -5% | / | 1% | -117%[inhibitor] | 6.3µM* | -4%
53 | CS(=O)(=O)Nc1cccc(-c2ccc3ncnc(Nc4ccc(F)cc4)c3c2)c1 | -4% | / | ? | 23% | -61%[inhibitor] | 3% | /
54 | COc1ccc(CCNC(=O)/C=C/c2ccc(OC)c(S(=O)(=O)N3CCOCC3)c2)cc1 | / | -15%[9.22 µM] | / | / | -12%[10 µM] | / | 22%

# Bioassay records as filed in PubChem.
